Screening results: PubChem BioAssay, Broad Institute
Cneo AK release = causes C. neoformans cell lysis | adenylate kinase release luminescence, 4 h; normalised: neutral wells 0, clomiphene wells 100 | AID 651654 | lysis activity, % at 15 µM | actives 0.2% (n = 360,000);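 active = mean lysis activity across replicates of at least 80%, whatever share of replicates individually reach that level; inactive = mean lysis activity below 80%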
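Material – Cryptococcus neoformans yeast cells · Quantity – 5 × 10^6 yeast cells/mL · Buffer or medium – YPD medium · Compound – single dose · Timing – 4 h static compound exposure, 37 °C, read 1 h post-reagent · Signal – adenylate kinase release luminescence · Read-out basis – lysis from increased AK signal · Benchmarks – Clomiphene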
PGC1a acetyl inh = modulators of PGC1a acetylation | U2OS PGC1a acetylation, AlphaScreen anti-acetyl-lysine; with virally co-expressed GCN5 acetyltransferase | inhibition, % at 15.6 µM | actives 0.17% (n = 350,000) | AID 651687;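 active = every replicate shows inhibition of at least 40%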;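 also: 0% = neutral control wells and 100% = positive control wells; some results beyond the cut were filed as inactive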
XiGFP reactiv = reactivates the inactive X chromosome in mouse fibroblasts | XiGFP mouse fibroblasts, % GFP-positive cells imaging, 3 d; cells co-treated with 5-aza-dC sensitizer; scaled so ellipticine positive control = 100% | activation, % at 7.58 µM | actives 0.055% (n = 360,000);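 active = mean normalized replicate activation at least 10% and every replicate at or above 10%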;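 also: 0% = median of on-plate neutral control wells and 100% = ellipticine 6 µM median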
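Material: XiGFP fibroblasts, SV40-immortalized; Buffer or medium: DMEM containing 5-aza-dC; Compound dosing: single point; Times: 3 days compound exposure.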
SIRT5 inh = sirtuin-5 (human) deacylase inhibition | Purified SirT5, succinyl-peptide AMC, trypsin-coupled fluorescence | actives 1.1% (n = 330,000) | inhibition, % at 15 µM | AID 652115; in the data active = inhibition above about 15%
ERAP1 HTS inh = blocks human ERAP1 aminopeptidase activity; recombinant ERAP1, Leu-AMC fluorescence, 60 min; inhibition, % at 10.7 µM; actives 0.15% (n = 340,000); AID 652197;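 active = mean replicate inhibition of at least 30%, or all replicates individually reaching that 30% level; inactive = mean below 30% and not every replicate reaching it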;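 also: 0% = neutral control wells and 100% = L-leucinethiol positive control wells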
Target sequence (Q9NZ08 whole entry, looked up): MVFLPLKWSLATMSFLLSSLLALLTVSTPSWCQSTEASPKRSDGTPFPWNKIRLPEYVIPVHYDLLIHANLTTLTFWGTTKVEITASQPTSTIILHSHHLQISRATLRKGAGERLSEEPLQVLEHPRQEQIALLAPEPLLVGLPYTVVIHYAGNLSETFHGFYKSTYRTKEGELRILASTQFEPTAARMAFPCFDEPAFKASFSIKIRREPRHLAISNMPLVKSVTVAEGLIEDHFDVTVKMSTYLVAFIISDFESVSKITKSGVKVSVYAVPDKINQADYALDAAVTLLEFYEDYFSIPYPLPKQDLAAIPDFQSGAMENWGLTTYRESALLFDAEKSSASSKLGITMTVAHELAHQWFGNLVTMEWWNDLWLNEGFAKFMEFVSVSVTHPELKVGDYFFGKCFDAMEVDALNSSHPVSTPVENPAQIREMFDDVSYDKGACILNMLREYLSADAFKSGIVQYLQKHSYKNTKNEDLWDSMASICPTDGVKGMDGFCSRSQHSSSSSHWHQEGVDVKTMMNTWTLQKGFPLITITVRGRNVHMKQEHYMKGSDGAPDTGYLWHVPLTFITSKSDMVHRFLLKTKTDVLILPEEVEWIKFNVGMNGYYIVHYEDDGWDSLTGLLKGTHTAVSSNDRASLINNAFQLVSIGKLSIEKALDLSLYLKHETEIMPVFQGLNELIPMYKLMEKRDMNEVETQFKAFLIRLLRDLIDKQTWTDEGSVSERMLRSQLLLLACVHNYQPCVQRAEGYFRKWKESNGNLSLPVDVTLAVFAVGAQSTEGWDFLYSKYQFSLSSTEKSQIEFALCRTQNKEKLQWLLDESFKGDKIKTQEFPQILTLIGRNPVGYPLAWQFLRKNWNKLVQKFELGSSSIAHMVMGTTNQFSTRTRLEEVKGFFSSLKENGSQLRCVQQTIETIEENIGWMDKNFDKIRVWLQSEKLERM
LGR2 inh = Drosophila LGR2 receptor signaling inhibition. HEK293 LGR2, CRE-luciferase, bursicon-stimulated, 4 h. inhibition, % at 9.99 µM. actives 0.35% (n = 380,000);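 active = drop in luminescence signal, shown as inhibition above about 50% in the replicate tests, limit read from the data, passing the limit was not always enough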;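 also: agonist challenge used bursicon conditioned medium at about half maximal strength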
S100A4 MyoIIA = blocks human S100A4 binding to myosin IIA peptide. P26447. S100A4/TAMRA-MyoIIA peptide fluorescence polarization. inhibition, % at 10.7 µM. actives 0.14% (n = 360,000). AID 652163;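 active = mean inhibition of at least 70% across replicates, with every replicate also reaching that level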
Target sequence (P26447 whole entry, looked up): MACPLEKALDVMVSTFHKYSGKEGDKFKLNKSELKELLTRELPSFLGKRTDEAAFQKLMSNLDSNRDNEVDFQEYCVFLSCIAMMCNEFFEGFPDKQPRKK
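Compound dosing: one dose per compound; test system: human S100A4 monomer with TAMRA-labelled myosin IIA peptide; probe or stimulus: TAMRA-labelled myosin IIA heavy-chain peptide probe, 5 nM; medium: HEPES buffer with Ca2+, pH 7.2; schedule: 5 min incubation before reading; benchmarks: neutral control DMSO, positive control TFP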
Statin myotox sup = protects C2C12 myotubes from simvastatin toxicity | actives 0.78% (n = 330,000) | ATP luminescence, 48 h; scaled: DMSO 0, geranylgeraniol control 100 | rescue of ATP level, % at 7.49 µM;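 active = mean ATP rescue above about 67%, or every replicate alone reaching that limit, limit read from the data, passing the limit was not always enough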;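 also: myotubes were challenged with 10 µM simvastatin during compound exposure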
An asterisk follows results filed as active; nt = not tested or not shown. A portion of the library; rates above refer to the full screens.

The opening two records (preview)
(1) COc1ccccc1CC(=O)N(Cc1ccccc1)c1cccc(C)c1
(2) Cc1ccc(NC(=O)CSc2nc3ccccc3c3nc(CCn4cncc4C)nn23)c(C)c1

entry no.	1	2
Cneo AK release	7	-3
PGC1a acetyl inh	nt	-6
XiGFP reactiv	0.1	-0.1
SIRT5 inh	1	4
ERAP1 HTS inh	-1	0
LGR2 inh	2	6
S100A4 MyoIIA	-4	-3
Statin myotox sup	13	nt

The whole of this part (from the top)
(1) COc1ccccc1CC(=O)N(Cc1ccccc1)c1cccc(C)c1
(2) Cc1ccc(NC(=O)CSc2nc3ccccc3c3nc(CCn4cncc4C)nn23)c(C)c1
(3) Cc1cn2c(N)c(C=C3C=C(Cl)C(=O)C(Cl)=C3)c(=O)nc2s1
(4) COc1cc(NC(=O)CC(C)S(=O)(=O)c2cc3c(cc2C)NC(=O)CO3)cc(OC)c1OC (stereo unspecified)
(5) COc1ccc(OC)c(S(=O)(=O)N2CCC(C(=O)NC3CCCCC3)CC2)c1
(6) CC(C)c1cn(CC[C@H]2CC[C@H](NC(=O)C3CC3)[C@H](CO)O2)nn1
(7) O=S(=O)(c1ccc(F)cc1)N1CCN=C1SCc1cccnc1
(8) CCOc1ccccc1OCC(=O)Nc1cc(S(=O)(=O)N2CCCCC2)ccc1N1CCN(CC)CC1

entry no.	1	2	3	4	5	6	7	8
Cneo AK release	7	-3	nt	0	-1	-21	nt	5
PGC1a acetyl inh	nt	-6	nt	-7	nt	-7	nt	-6
XiGFP reactiv	0.1	-0.1	0.0	0.0	0.0	0.0	0.3	0.1
SIRT5 inh	1	4	20*	3	3	-1	0	-4
ERAP1 HTS inh	-1	0	0	0	1	4	2	4
LGR2 inh	2	6	-15	12	-2	4	-17	9
S100A4 MyoIIA	-4	-3	-7	-3	-4	4	1	-5
Statin myotox sup	13	nt	nt	0	-7	8	nt	14

(9) COc1ccc(-c2sc(Nc3ccccc3)n[n+]2-c2ccc(F)cc2)c(C)c1C
(10) CC(=O)c1csc(Nc2ccccc2Cl)n1
(11) Cc1ccccc1N(C(=O)c1csnn1)C(C(=O)NC(C)(C)C)c1ccncc1 (stereo unspecified)
(12) Cc1cccc(C(C)C)c1NC(=O)c1ccc(OCC2CCCO2)cc1 (stereo unspecified)
(13) Cc1nc2ccccc2n1C1CCN(CC(=O)NCc2ccc(F)cc2)CC1
(14) O=C(N1CCCCC1)C1(c2ccccc2)CCCCC1
(15) OC(COC(c1ccc(F)cc1)c1ccc(F)cc1)CN1CCCC(C(F)(F)F)C1 (stereo unspecified)
(16) Cc1ccc(N2CC(C(=O)Nc3nccs3)CC2=O)cc1 (stereo unspecified)

entry no.	9	10	11	12	13	14	15	16
Cneo AK release	-1	-4	7	0	0	0	0	-5
PGC1a acetyl inh	5	-13	nt	6	-22	nt	-5	6
XiGFP reactiv	-0.6	0.0	0.3	-0.1	nt	0.2	-0.1	nt
SIRT5 inh	nt	1	-1	nt	0	-4	-21	nt
ERAP1 HTS inh	-2	4	-4	1	-3	-5	-4	nt
LGR2 inh	25	-55	nt	16	8	nt	4	-12
S100A4 MyoIIA	6	-4	1	6	-1	-3	-2	nt
Statin myotox sup	1	nt	-7	5	14	-4	0	55

(17) CC(=O)N1CCc2cc(S(=O)(=O)CCC(=O)NCCc3ccc(C)cc3)ccc21
(18) COc1ccc(NS(=O)(=O)NC(=O)c2cn(C)c3ccccc23)cc1
(19) Cn1ncc2c(NCCO)nc(Cl)nc21
(20) Cc1c(NS(=O)(=O)c2cc(C(=O)OCC(=O)c3ccccc3F)ccc2Cl)c(=O)n(-c2ccccc2)n1C
(21) CNC[C@H]1OCCCC[C@@H](C)Oc2ccc(NS(=O)(=O)c3ccc(C)cc3)cc2C(=O)N([C@H](C)CO)C[C@@H]1C
(22) COc1ccc(C)cc1NC(=O)Nc1ccncc1
(23) O=C(Nc1ccccc1)OCC1CCCN2CCCCC12 (stereo unspecified)
(24) COc1ccc(/C=C2\SC(=Nc3ccccc3OC)NC2=O)cc1

entry no.	17	18	19	20	21	22	23	24
Cneo AK release	3	0	0	0	-4	-1	1	-6
PGC1a acetyl inh	-2	4	-2	-2	-9	nt	8	-5
XiGFP reactiv	0.0	0.2	0.3	0.3	0.0	0.0	nt	0.0
SIRT5 inh	-7	-2	nt	nt	-1	-3	nt	0
ERAP1 HTS inh	-1	3	-2	1	2	-2	nt	1
LGR2 inh	-2	-11	-12	-3	-11	-3	19	-5
S100A4 MyoIIA	5	4	-4	-13	-6	3	11	-2
Statin myotox sup	1	12	-1	0	34	-4	-2	2

(25) COc1ccc(CCN2CC(C(=O)OCC(=O)NC(C)c3cccc(Cl)c3)CC2=O)cc1OC (stereo unspecified)
(26) CC(CNC(=O)CCCn1ncn2c(cc3occc32)c1=O)c1ccccc1 (stereo unspecified)
(27) COC(=O)CNC(=O)c1ccccc1[N+](=O)[O-]
(28) Cc1ccc(S(=O)(=O)N2CCOCC2)cc1NC(=O)CSc1ccc(Cl)cc1
(29) Cc1cccc(C(=O)OCC(=O)NCC2CCCO2)c1O (stereo unspecified)
(30) CC=Cc1ccc2n(c1=O)C[C@@H]1[C@@H](CO)[C@H](C(=O)NCC3CC3)[C@H]2N1CC1CCOCC1 (mixture of isomers)
(31) COc1cccc(C2=NN(C(C)=O)C(c3cccs3)C2)c1 (stereo unspecified)
(32) C[C@@H]1CCCCO[C@H](CN(C)Cc2ccncc2)[C@H](C)CN([C@@H](C)CO)C(=O)c2cc(NC(=O)Cc3ccccc3)ccc2O1

entry no.	25	26	27	28	29	30	31	32
Cneo AK release	0	-5	-4	-1	-2	1	-1	-2
PGC1a acetyl inh	6	2	1	7	-3	2	0	16
XiGFP reactiv	0.0	0.0	nt	0.6	0.0	0.1	0.2	0.2
SIRT5 inh	0	-2	0	-1	1	-4	-2	-4
ERAP1 HTS inh	11	-2	-9	-4	-3	-4	-1	1
LGR2 inh	-23	9	-2	0	nt	13	-11	12
S100A4 MyoIIA	-4	-8	-5	1	2	14	-3	29
Statin myotox sup	9	6	2	0	0	-8	12	-27

(33) COc1ccc(S(=O)(=O)N(C)C)cc1NC(=O)C1CCN(c2ncnc3sc(C)c(C)c23)CC1
(34) COc1ccc(/C=C(\C#N)C(=O)N2COCC2(C)C)cc1
(35) COc1ccc(OC)c(CN2C(=O)CN(S(C)(=O)=O)CC2(C)C(=O)Nc2c(C)cccc2C)c1 (stereo unspecified)
(36) Cc1ccc(CSCC(=O)N(C)CC(=O)Nc2ccc(Br)cc2C)cc1
(37) CCN(CC)S(=O)(=O)c1ccc(-c2cn3cc(Cl)ccc3n2)cc1
(38) O=C(C[C@H]1CC[C@@H]2[C@H](COC[C@H](O)CN2C(=O)Cc2ccccc2)O1)NC1CCC1
(39) N#Cc1ccc(S(=O)(=O)N2CCCCC2c2cc(C(=O)NCc3ccccc3)no2)cc1 (stereo unspecified)
(40) COc1cc(/C=N/NC(=O)c2cc(-c3ccccc3)nc3ccccc23)ccc1O

entry no.	33	34	35	36	37	38	39	40
Cneo AK release	-1	nt	nt	0	2	-4	3	-2
PGC1a acetyl inh	7	nt	nt	-6	nt	4	-7	nt
XiGFP reactiv	0.1	0.4	0.3	0.1	0.0	0.1	0.1	0.0
SIRT5 inh	0	-1	2	-2	1	2	0	2
ERAP1 HTS inh	2	-1	nt	0	4	0	3	2
LGR2 inh	1	9	6	0	-2	-3	-7	0
S100A4 MyoIIA	0	-3	1	1	-2	60	-4	5
Statin myotox sup	-62	-1	nt	4	-54	2	11	-5

(41) CCCCCCC1C(C#N)=C(N)OC2=C1C(=O)CC(C)(C)C2 (stereo unspecified)
(42) COc1cc(C2Nc3ccc4ccccc4c3C3=C2C(=O)CC(C)(C)C3)ccc1OC(C)C(=O)O (stereo unspecified)
(43) Nc1c(NCc2ccccc2)c(=O)c1=O
(44) CC(C)NC(=O)N(C)C[C@H]1Oc2ccc(NC(=O)Cc3cn(C)c4ccccc34)cc2CC(=O)N([C@@H](C)CO)C[C@@H]1C
(45) CN(C)CC(=O)N[C@@H]1CC[C@H](CCn2cc(C3CC3)nn2)O[C@@H]1CO
(46) COCCN(C(=S)Nc1c(C)cc(C)cc1C)C(C)c1cccs1 (stereo unspecified)
(47) COc1ccc(CN(C)C[C@@H]2Oc3c(NS(=O)(=O)c4ccc(OC)cc4)cccc3C(=O)N([C@@H](C)CO)C[C@@H]2C)cc1
(48) COc1ccc(Cl)cc1S(=O)(=O)NC(C)C(=O)NCCCn1ccnc1 (stereo unspecified)

entry no.	41	42	43	44	45	46	47	48
Cneo AK release	0	-3	2	1	1	nt	0	0
PGC1a acetyl inh	0	2	2	1	7	-24	9	4
XiGFP reactiv	0.3	0.0	0.1	-0.1	0.8	-0.1	-0.2	0.0
SIRT5 inh	-5	-41	-1	-2	1	-4	-5	-5
ERAP1 HTS inh	-4	-17	-2	-3	2	7	0	2
LGR2 inh	-2	-3	12	14	7	-1	-5	4
S100A4 MyoIIA	-5	-3	-1	1	-16	-19	-9	-1
Statin myotox sup	24	3	9	10	0	-10	-10	31

Profiles, looked up by structure.
Results for `COCCN(C(=S)Nc1c(C)cc(C)cc1C)C(C)c1cccs1` (stereo unspecified) = Cneo AK release: nt; PGC1a acetyl inh: -24; XiGFP reactiv: -0.1; SIRT5 inh: -4; ERAP1 HTS inh: 7; LGR2 inh: -1; S100A4 MyoIIA: -19; Statin myotox sup: -10
Results for `COc1cc(C2Nc3ccc4ccccc4c3C3=C2C(=O)CC(C)(C)C3)ccc1OC(C)C(=O)O` (stereo unspecified) = Cneo AK release: -3; PGC1a acetyl inh: 2; XiGFP reactiv: 0.0; SIRT5 inh: -41; ERAP1 HTS inh: -17; LGR2 inh: -3; S100A4 MyoIIA: -3; Statin myotox sup: 3

Carrying on.
(49) O=[N+]([O-])c1cccc(C(=S)N2CCN(c3ccc(F)cc3)CC2)c1
(50) C[C@@H]1CCCCO[C@H](CN(C)C)[C@@H](C)CN([C@H](C)CO)C(=O)c2cc(NC(=O)Nc3ccc4c(c3)OCO4)ccc2O1
(51) CCOc1ccc(/C(O)=C/C(=O)C(=O)Nc2ccc(S(=O)(=O)NC(C)=O)cc2)cc1
(52) COc1ccc(NS(=O)(=O)c2cc(Cl)ccc2Cl)cc1S(=O)(=O)N1CCCCC1

entry no.	49	50	51	52
Cneo AK release	-1	2	nt	nt
PGC1a acetyl inh	-14	-15	nt	nt
XiGFP reactiv	0.2	0.0	-0.1	0.1
SIRT5 inh	1	-8	-2	1
ERAP1 HTS inh	2	0	12	0
LGR2 inh	11	-11	nt	-12
S100A4 MyoIIA	3	-9	11	-2
Statin myotox sup	-2	-19	nt	nt
